Source: PubChem BioAssay
KKLEB cytotox: cytotoxicity in KKLEB CF airway cells, primary screen, cytotoxicity control for CF NF-kB inhibitor project, cell-based, uHTS, fluorescence assay plates | KKLEB CF airway cells viability, ATPlite luminescence, overnight; hits give low values; cells stimulated with P. aeruginosa culture filtrate | activity change (cytotoxicity), % at 5 µM | 0.36% of 360,000 active;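 active = corrected activity change at or below -50% at 5 µM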
CaV13 FRET inh: Disruptors of the CACNA1D IQ motif to Ca2+-dependent inactivation inhibitor domain association, primary screening, Förster resonance energy transfer in intact living …. HEK cells, CFP/YFP FRET ICDI-IQ, plate reader, 10 min; percent FRET-ratio fall versus neutral wells. inhibition, % at 12.3 µM. 0.098% of 340,000 active;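 active = mean replicate inhibition of at least 30% and at least 1% of replicates passing that level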;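 note: 0% = median of the neutral control wells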
NR2E3 ag-1: NR2E3 agonists in two-hybrid cells, primary screen, cell-based, luminescence, CHO-S, Gal4-NCOR/VP16-NR2E3 | Photoreceptor-specific nuclear receptor (Homo sapiens), Q9Y5X4 | luciferase | inhibition of corepressor binding, % at 3.98 µM | 0.35% of 360,000 active | AID 602229, 2012;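 active = inhibition above the mean of all tested compounds plus 3 SD, cut at about 70% in these data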;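 note: 0% = DMSO with NR2E3 transfected cells and 100% = cells lacking NR2E3 construct; higher means lower luciferase signal from less NR2E3 corepressor binding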
Target sequence (Q9Y5X4 whole entry, looked up, the tested form may be a part): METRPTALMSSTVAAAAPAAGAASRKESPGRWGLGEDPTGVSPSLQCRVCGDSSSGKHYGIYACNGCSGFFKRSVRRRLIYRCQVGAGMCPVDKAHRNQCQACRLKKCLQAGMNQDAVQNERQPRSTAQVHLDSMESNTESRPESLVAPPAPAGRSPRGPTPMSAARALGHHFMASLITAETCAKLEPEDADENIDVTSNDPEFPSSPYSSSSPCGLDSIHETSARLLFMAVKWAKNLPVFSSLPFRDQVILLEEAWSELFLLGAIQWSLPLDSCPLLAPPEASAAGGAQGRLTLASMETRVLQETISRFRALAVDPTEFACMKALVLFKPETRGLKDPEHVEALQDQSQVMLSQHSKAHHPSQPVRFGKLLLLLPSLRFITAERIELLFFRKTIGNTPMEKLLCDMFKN
CF NFkB block: inhibitors of PAF-induced NF-kB signaling, primary screen, cell-based, GFP fluorescence, uHTS. KKLEB NF-kB-GFP reporter, GFP fluorescence overnight. inhibition, % at 5 µM. 0.86% of 360,000 active. AID 588850, 2011;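 active = at least 50% inhibition at 5 µM, scaled per plate between neutral and stimulator controls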;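 note: PAF is a Pseudomonas aeruginosa culture filtrate used as stimulus; plate controls were PAF-stimulated DMSO wells for no effect and unstimulated DMSO wells for full effect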
HIF-2a block: HIF-2a reporter inhibitors, primary screen, luminescence, 786-0 RCC cells; inhibition, % at 18.8 µM; 0.72% of 360,000 active; 786-0 RCC cells HIF-2a reporter, luciferase luminescence, overnight;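 active = inhibition of the luminescence signal of 40% or more relative to plate controls, in a single-dose primary screen at 18.75 µM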
Shn3 inh set2: reduction of Shn3 3'UTR firefly luciferase signal, primary screen, Schnurri-3 inhibitor project, cell-based, Clone20 osteoblasts, set 2 | Clone20 osteoblast Shn3 3'UTR firefly luciferase, 24 h | inhibition, % at 12.5 µM | 0.52% of 360,000 active | AID 588674, 2011;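 active = mean inhibition of at least 75% with every replicate also reaching 75%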;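 note: 0% = median of neutral control wells and 100% = pilot-screen positive control compound; some compounds past the cut are filed as inactive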
MITF TRPM1 inh: inhibitors of MITF-dependent TRPM1 promoter reporter, primary screen, cell-based, SK-MEL-5, single point, luciferase; SK-MEL-5 TRPM1 promoter luciferase, 24 h; inhibition, % at 12.5 µM; 0.83% of 330,000 active;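 active = mean inhibition across replicates of 60% or more, whatever share of single replicates reaches that level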; note: values of inactives mirror those of a sister screen read the other way
Vif imaging: HIV Vif self-association inhibitors, primary screen, imaging, HEK293T, single point | inhibition, % at 7.49 µM | AID 602346, 2012 | HEK293T cells, Vif self-association by quenched fluorescence, 24 h | 0.35% of 340,000 active; in the data active = inhibition above about 50%, passing the limit was not always enough; note: some results filed as inactive read as strong as hits
Peg3 promoter: Peg3 promoter-driven luciferase inhibitors, primary screen, cell-based, HeLa, luciferase luminescence. HeLa PEG-Prom luciferase reporter, overnight. inhibition, % at 20 µM. 1.7% of 360,000 active. AID 588405, 2011;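 active = inhibition of at least 50% at 20 µM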
PDI turbidity: inhibitors of human PDI, primary screen, biochemical, turbidity, single point, plate reader; AID 588391, 2011; PDI insulin aggregation turbidity, A650, 90 min; inhibition, % at 10 µM; 0.052% of 350,000 active; Protein disulfide-isomerase (Homo sapiens), P07237;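 active = mean inhibition across replicates of 30% or more, whatever share of single replicates reach that level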;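 note: absorbance from insulin aggregation driven by PDI reduction with DTT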
Target sequence (P07237 whole entry, looked up): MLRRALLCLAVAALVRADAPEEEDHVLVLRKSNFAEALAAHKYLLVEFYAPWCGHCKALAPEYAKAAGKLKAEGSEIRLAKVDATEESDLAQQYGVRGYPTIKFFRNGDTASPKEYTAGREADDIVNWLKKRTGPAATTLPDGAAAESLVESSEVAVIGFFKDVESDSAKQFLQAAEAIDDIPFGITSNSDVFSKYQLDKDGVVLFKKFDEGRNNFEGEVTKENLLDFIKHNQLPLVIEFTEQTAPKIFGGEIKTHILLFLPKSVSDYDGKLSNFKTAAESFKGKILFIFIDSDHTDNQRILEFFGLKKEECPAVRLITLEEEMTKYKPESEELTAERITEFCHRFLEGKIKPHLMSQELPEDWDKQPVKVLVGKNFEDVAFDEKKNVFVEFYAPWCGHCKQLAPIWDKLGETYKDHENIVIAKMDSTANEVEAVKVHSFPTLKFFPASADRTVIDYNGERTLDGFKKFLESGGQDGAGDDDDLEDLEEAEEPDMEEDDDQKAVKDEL
NR2E3 ag-2: inhibitors of NR2E3-RetCOR corepressor binding, primary screen, NR2E3 agonist project, biochemical, TR-FRET, GST-NR2E3, biotin-RetCOR; Photoreceptor-specific nuclear receptor (Homo sapiens), Q9Y5X4; 1536-well; 0.12% of 320,000 active; inhibition of corepressor binding, % at 4.78 µM; AID 2300, 2010;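 active = percent inhibition above the cutoff of mean plus 3 SD of all tested compounds, set per screening campaign, cut at about 20% in these data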;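 note: 0% = DMSO wells and 100% = biotin wells as full block of FRET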
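Test system: GST-NR2E3 and biotin-RetCOR proteins | Quantity: 1.35 nM GST-tagged NR2E3 final | Medium: Tris pH 7.5 | Also added: 7 nM biotin-RetCOR | Dosing: Compound at 4.8 µM, single dose | Timing: 5 h at 4 °C | Detection: Time-resolved FRET | Read-out basis: Percent inhibition | Benchmarks: Biotin wells as high control, 0.6% DMSO wells as low control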
* marks the source's active call; other numbers are inactive results. The order is random. About 3.3% of those tested had a hit in this group.

Cc1ccccc1CSCC(=O)NC(=O)NCc1ccco1 was read as KKLEB cytotox 2, CaV13 FRET inh -8, NR2E3 ag-1 -35, CF NFkB block 0, HIF-2a block 10, Shn3 inh set2 -6, MITF TRPM1 inh 8, Peg3 promoter -6, PDI turbidity -7 and NR2E3 ag-2 2.
Screening O=C(CSc1nnc(Cc2cccs2)n1C1CC1)NC1CCS(=O)(=O)C1 (stereo not drawn) returned KKLEB cytotox -2, CaV13 FRET inh -5, NR2E3 ag-1 -9, CF NFkB block 10, HIF-2a block 6, Shn3 inh set2 -11, Vif imaging 5, Peg3 promoter 5, PDI turbidity 4 and NR2E3 ag-2 3.
`COC(=O)C1CN(C(=O)COc2ccc(Cl)cc2C)c2ccccc2O1` (stereo not drawn) gave KKLEB cytotox 4, CaV13 FRET inh -3, NR2E3 ag-1 -35, CF NFkB block -8, HIF-2a block 13, Shn3 inh set2 6, MITF TRPM1 inh 2, Vif imaging 6, Peg3 promoter 4, PDI turbidity 1 and NR2E3 ag-2 0.
For COc1cc(OC)cc(-c2noc([C@@H]3O[C@H](CO)[C@H](O)[C@H](O)[C@H]3O)n2)c1 the results were KKLEB cytotox 12, CaV13 FRET inh -5, NR2E3 ag-1 10, CF NFkB block -12, HIF-2a block 9, Shn3 inh set2 4, Vif imaging 3, Peg3 promoter 10 and PDI turbidity -3.
Screening CCOc1ccc2[nH]c(=O)c(CN(CCO)C(=O)c3ccc(OC)c(OC)c3)cc2c1 returned KKLEB cytotox 4, CaV13 FRET inh -6, NR2E3 ag-1 -11, CF NFkB block 1, HIF-2a block 6, Shn3 inh set2 -1, MITF TRPM1 inh -3, Vif imaging -2, Peg3 promoter 11, PDI turbidity 0 and NR2E3 ag-2 4.
For O=C(Nc1nc(-c2ccc(Cl)cc2)cs1)C1CCCO1 (stereo not drawn) the results were KKLEB cytotox 15, CaV13 FRET inh -5, NR2E3 ag-1 -98, CF NFkB block -16, HIF-2a block -298, Shn3 inh set2 -5, MITF TRPM1 inh -43, Vif imaging 9, Peg3 promoter -247, PDI turbidity 4 and NR2E3 ag-2 2.
Screening O=C1NCCN(C(=O)CCc2nnc(-c3ccsc3)o2)C1c1ccc(F)cc1 (stereo not drawn) returned KKLEB cytotox 13, CaV13 FRET inh -4, NR2E3 ag-1 -6, CF NFkB block -14, HIF-2a block 12, Shn3 inh set2 -6, MITF TRPM1 inh -3, Vif imaging 8, Peg3 promoter 7, PDI turbidity 0 and NR2E3 ag-2 0.
COc1cccc(C(NC(C)=O)c2nc(-c3cccc(C#N)c3)cs2)c1 (stereo not drawn) was read as KKLEB cytotox -2, CaV13 FRET inh -9, NR2E3 ag-1 -18, CF NFkB block -38, HIF-2a block 0, Shn3 inh set2 -15, Vif imaging 5, Peg3 promoter -17 and PDI turbidity -1.
Screening CC1([N+](=O)[O-])COC(c2cccc3ccccc23)OC1 (stereo not drawn) returned KKLEB cytotox 2, CaV13 FRET inh -5, NR2E3 ag-1 -11, CF NFkB block 1, HIF-2a block -12, Shn3 inh set2 -12, Vif imaging 32, Peg3 promoter 2 and PDI turbidity 4.
For COc1ccc(N2CCN(C(CNC(=O)C(=O)NCc3ccncc3)c3ccco3)CC2)cc1 (stereo not drawn) the results were KKLEB cytotox -9, CaV13 FRET inh -3, NR2E3 ag-1 -2, CF NFkB block 10, HIF-2a block 9, Shn3 inh set2 -9, MITF TRPM1 inh -7, Vif imaging -2, Peg3 promoter -4, PDI turbidity -8 and NR2E3 ag-2 -1.
Screening COc1ccc(CCNCC(=O)Nc2ccccc2C(F)(F)F)cc1 returned KKLEB cytotox 8, CaV13 FRET inh 5, NR2E3 ag-1 -3, CF NFkB block -6, HIF-2a block 13, Shn3 inh set2 -14, MITF TRPM1 inh 1, Vif imaging -3, Peg3 promoter 5, PDI turbidity 3 and NR2E3 ag-2 1.
`O=C(NC1CCN(Cc2ccccc2)CC1)c1cc(Br)c(Br)[nH]1` gave KKLEB cytotox -11, CaV13 FRET inh -6, NR2E3 ag-1 13, CF NFkB block 10, HIF-2a block 9, Shn3 inh set2 3, MITF TRPM1 inh -1, Vif imaging 4, Peg3 promoter 44, PDI turbidity 6 and NR2E3 ag-2 -3.
For COc1ccc(N2CCN(C(=O)C3CCCO3)CC2)cc1 (stereo not drawn) the results were KKLEB cytotox -5, NR2E3 ag-1 16, CF NFkB block 19, HIF-2a block -6, Shn3 inh set2 2, MITF TRPM1 inh -14, Vif imaging 0, Peg3 promoter 16, PDI turbidity 0 and NR2E3 ag-2 -2.
O=C(NC1CCCC1)C(c1ccsc1)N(Cc1ccco1)C(=O)Cc1cccs1 (stereo not drawn) was read as KKLEB cytotox 1, CaV13 FRET inh -1, NR2E3 ag-1 -19, CF NFkB block 1, HIF-2a block 5, Shn3 inh set2 1, MITF TRPM1 inh -4, Vif imaging 0, Peg3 promoter 12, PDI turbidity -6 and NR2E3 ag-2 -1.
`O=C(CSc1nnc(-c2cccnc2)s1)Nc1ccccc1` gave KKLEB cytotox -1, CaV13 FRET inh -2, NR2E3 ag-1 0, CF NFkB block 4, HIF-2a block -72, Shn3 inh set2 0, MITF TRPM1 inh -22, Vif imaging 11, Peg3 promoter -70, PDI turbidity -3 and NR2E3 ag-2 -1.
For CCCn1c(SCC(=O)NCC)nc2sc3c(c2c1=O)CCC3 the results were KKLEB cytotox -12, CaV13 FRET inh -4, NR2E3 ag-1 4, CF NFkB block -2, HIF-2a block 3, Shn3 inh set2 5, Vif imaging 7, Peg3 promoter 8, PDI turbidity -7 and NR2E3 ag-2 2.
Cc1ccccc1Nc1nc(N)nc(CSc2nnc3ccccn23)n1 was read as KKLEB cytotox 13, CaV13 FRET inh -1, NR2E3 ag-1 -10, CF NFkB block 5, HIF-2a block -29, Shn3 inh set2 0, MITF TRPM1 inh 4, Vif imaging -2, Peg3 promoter -33, PDI turbidity 0 and NR2E3 ag-2 1.
CCOc1cccc2sc(NN)nc12 was read as KKLEB cytotox 8, CaV13 FRET inh 0, NR2E3 ag-1 0, CF NFkB block 3, HIF-2a block 7, Shn3 inh set2 -5, MITF TRPM1 inh 20, Vif imaging -5, Peg3 promoter 18 and PDI turbidity -2.
O=C(c1ncn(Cc2ccccc2)c1C(=O)N1CCc2ccccc2C1)N1CCc2ccccc2C1 was read as KKLEB cytotox -12, CaV13 FRET inh -8, NR2E3 ag-1 -25, CF NFkB block 23, HIF-2a block 14, Shn3 inh set2 1, MITF TRPM1 inh -8, Vif imaging 15, Peg3 promoter 15, PDI turbidity -3 and NR2E3 ag-2 5.
For CC(C)N1CCC(N2CCN(Cc3cccc4nonc34)CC2CCO)CC1 (stereo not drawn) the results were KKLEB cytotox 6, CaV13 FRET inh -6, NR2E3 ag-1 -38, CF NFkB block 6, HIF-2a block 9, Shn3 inh set2 -27, MITF TRPM1 inh -13, Vif imaging 6, Peg3 promoter -2, PDI turbidity -4 and NR2E3 ag-2 2.
`O=C(NNC(=O)c1csc(-c2cccnc2)n1)Nc1ccc(Cl)cc1` gave KKLEB cytotox 5, CaV13 FRET inh -4, NR2E3 ag-1 -21, CF NFkB block 24, HIF-2a block -29, Shn3 inh set2 -3, MITF TRPM1 inh -10, Vif imaging -5, Peg3 promoter -33, PDI turbidity -1 and NR2E3 ag-2 1.
For COc1ccccc1C(=O)NNC(=O)CCN1C(=O)/C(=C\c2ccccc2)SC1=S the results were KKLEB cytotox 9, CaV13 FRET inh -3, NR2E3 ag-1 -18, CF NFkB block -13, HIF-2a block 17, Shn3 inh set2 17, MITF TRPM1 inh 18, Vif imaging 21, Peg3 promoter 5, PDI turbidity -14 and NR2E3 ag-2 5.
O=[N+]([O-])c1ccc(S(=O)(=O)CC2CSc3nc4ccccc4n32)cc1 (stereo not drawn) was read as KKLEB cytotox -17, CaV13 FRET inh -8, NR2E3 ag-1 19, CF NFkB block 3, HIF-2a block 12, Shn3 inh set2 72, MITF TRPM1 inh 11, Vif imaging 1, Peg3 promoter 22, PDI turbidity -2 and NR2E3 ag-2 3.
Cc1ccc(S(=O)(=O)N2CCN(Cc3ccccc3C(F)(F)F)CC2)cc1 was read as KKLEB cytotox 11, CaV13 FRET inh -6, NR2E3 ag-1 14, CF NFkB block -5, HIF-2a block 14, Shn3 inh set2 -15, MITF TRPM1 inh -6, Vif imaging -4, Peg3 promoter 21, PDI turbidity 4 and NR2E3 ag-2 1.
CC1=CC(C)(C)N(C(=O)CN2C(=O)c3ccccc3C2=O)c2ccc(C)cc21 was read as KKLEB cytotox 14, CaV13 FRET inh -12, NR2E3 ag-1 -11, CF NFkB block 15, HIF-2a block -2, Shn3 inh set2 11, MITF TRPM1 inh 1, Peg3 promoter 27, PDI turbidity 6 and NR2E3 ag-2 4.
`C=CCOC(=O)C1=C(C)OC(N)=C(C#N)C1c1ccco1` (stereo not drawn) gave KKLEB cytotox 8, CaV13 FRET inh -1, NR2E3 ag-1 0, CF NFkB block -41, HIF-2a block 12, Shn3 inh set2 -48, MITF TRPM1 inh -3, Vif imaging 4, Peg3 promoter 13, PDI turbidity -3 and NR2E3 ag-2 -1.
Screening Cc1ccc(NC(=O)c2ccccc2-c2cc(C)no2)cc1 returned KKLEB cytotox 4, CaV13 FRET inh 3, NR2E3 ag-1 -12, CF NFkB block -10, HIF-2a block 10, Shn3 inh set2 -4, MITF TRPM1 inh 6, Vif imaging -3, Peg3 promoter 15, PDI turbidity -4 and NR2E3 ag-2 1.
`O=C(C1=C[C@@H](C2CCCCC2)C[C@@H](OCc2ccc(CO)cc2)O1)N1CCN(Cc2ccccc2)CC1` gave KKLEB cytotox -10, CaV13 FRET inh -13, NR2E3 ag-1 -10, CF NFkB block 5, HIF-2a block -4, Shn3 inh set2 10, MITF TRPM1 inh -14, Vif imaging 0, Peg3 promoter 36, PDI turbidity 3 and NR2E3 ag-2 3.
O=C(Nc1ccon1)c1cc2c(s1)CCCCCC2 was read as KKLEB cytotox 6, CaV13 FRET inh -5, NR2E3 ag-1 -54, CF NFkB block 12, HIF-2a block -185, Shn3 inh set2 -47, MITF TRPM1 inh -76, Vif imaging -3, Peg3 promoter -233, PDI turbidity -1 and NR2E3 ag-2 3.
